TRPC6 inh: mouse TRPC6 channel inhibitors, primary screen, cell-based, HEK293, membrane potential dye; Short transient receptor potential channel 6 (Mus musculus), Q61143; ACh-evoked depolarization; stronger effect = lower value; B-score at 10 µM; 310,000 compounds, 1.1% hits; AID 2553, 2010;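 active means B-score under library mean minus 3 SD, initial fluorescence not abnormally high, positive integrated signal ratio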;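 further: B-score derived from integrated fluorescence ratio over the kinetic read; more negative B-score means stronger inhibition of depolarization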
TRPC4 inh: inhibitors of mouse TRPC4 channel, primary screen, Fluo4 calcium, HEK293 TRPC4beta/mu-opioid cells; Short transient receptor potential channel 4 (Mus musculus), Q9QUQ5; DAMGO-evoked Fluo4 calcium flux; stronger effect = lower value; B-score at 10 µM; 300,000 compounds, 0.39% hits;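 active means B-score over 3 SD under the library average, no early fluorescence shift, positive overall ratio signal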
Target sequence (Q9QUQ5 whole entry, looked up): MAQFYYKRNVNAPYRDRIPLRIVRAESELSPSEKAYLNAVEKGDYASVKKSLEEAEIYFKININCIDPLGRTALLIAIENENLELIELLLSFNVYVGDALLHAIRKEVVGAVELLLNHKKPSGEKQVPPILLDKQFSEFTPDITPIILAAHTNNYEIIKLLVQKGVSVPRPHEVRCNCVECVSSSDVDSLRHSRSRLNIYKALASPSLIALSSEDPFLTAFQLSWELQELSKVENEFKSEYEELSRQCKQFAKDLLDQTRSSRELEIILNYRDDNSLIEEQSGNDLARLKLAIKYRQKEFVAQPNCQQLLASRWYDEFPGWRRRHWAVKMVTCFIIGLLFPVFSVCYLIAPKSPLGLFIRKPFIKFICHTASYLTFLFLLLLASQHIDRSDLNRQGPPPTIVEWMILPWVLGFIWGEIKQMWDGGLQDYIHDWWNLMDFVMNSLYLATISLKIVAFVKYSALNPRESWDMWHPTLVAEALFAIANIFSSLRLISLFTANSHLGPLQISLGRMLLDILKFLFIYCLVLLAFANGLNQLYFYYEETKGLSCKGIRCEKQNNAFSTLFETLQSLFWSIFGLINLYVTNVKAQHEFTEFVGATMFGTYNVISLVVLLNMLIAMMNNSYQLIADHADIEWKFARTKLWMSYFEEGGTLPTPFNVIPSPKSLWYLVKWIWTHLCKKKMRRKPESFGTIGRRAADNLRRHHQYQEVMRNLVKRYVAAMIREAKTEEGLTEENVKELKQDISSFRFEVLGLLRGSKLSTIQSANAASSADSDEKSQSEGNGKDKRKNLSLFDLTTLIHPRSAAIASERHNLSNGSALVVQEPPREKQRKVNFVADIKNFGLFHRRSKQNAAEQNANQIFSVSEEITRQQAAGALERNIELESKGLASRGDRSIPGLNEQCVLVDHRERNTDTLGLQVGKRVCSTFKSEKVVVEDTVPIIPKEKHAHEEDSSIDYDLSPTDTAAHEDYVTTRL
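test system = HEK293 cells with stable TRPC4beta plus mu-opioid receptor expression | detection = Fluo4 Ca2+ flux fluorescence | read-out = integrated fluorescence ratio relative to baseline, converted to per-well B score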
TRPC4 potent: positive allosteric modulators of TRPC4, primary screen, cell-based, mouse TRPC4beta, HEK293 mu-opioid, Fluo-4 calcium | DAMGO EC20, Fluo-4 Ca2+ flux; stronger effect = higher value | 310,000 compounds, 0.42% hits | B-score at 10 µM | Short transient receptor potential channel 4 (Mus musculus), Q9QUQ5;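 active means B-score of calcium response area above 5 SD of library B-scores, with initial fluorescence ratio within 5 SD of library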;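 further: B-score of integrated fluorescence ratio over time as area under calcium response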
MrgX1 agonist: agonists of human MrgX1 receptor, primary screen, HEK293 cells, Fluo-4 calcium flux. Mas-related G-protein coupled receptor member X1 (Homo sapiens), Q96LB2. Fluo-4 calcium fluorescence, agonist mode; stronger effect = higher value. B-score at 10 µM. 310,000 compounds, 0.44% hits. AID 588627, 2011;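 active means calcium response B-score plate-corrected fluorescence ratio at least 3 library SD, with starting fluorescence B-score inside 5 SD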
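Material: HEK293 cells stably expressing human MrgX1 receptor | Quantity: 15,000 cells per well | Times: Cells plated overnight, dye loaded 0.5 h 37 °C, 0.5 h room temperature | Measured by: Kinetic Fluo-4 NW fluorescence of intracellular calcium | Control set: Positive and negative controls per plate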
MrgX1 PAM: positive allosteric modulators of MrgX1, primary screen, HEK293 cells, Fluo-4 calcium flux | Mas-related G-protein coupled receptor member X1 (Homo sapiens), Q96LB2 | AID 588675, 2011 | B-score at 10 µM | FDSS; stronger effect = higher value | 310,000 compounds, 0.63% hits;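 active means plate-corrected calcium response at least 3 library SD above typical, normal starting fluorescence, not activating the receptor alone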;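 further: compound read alongside a low EC10 to EC30 dose of BAM8-22 agonist; peak minus trough fluorescence over baseline measured at the second addition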
TRPC4 act: activators of mouse TRPC4 channel, primary screen, Fluo4 calcium, HEK293 TRPC4beta/mu-opioid cells; Short transient receptor potential channel 4 (Mus musculus), Q9QUQ5; Fluo4 calcium fluorescence; stronger effect = higher value; B-score at 10 µM; 310,000 compounds, 0.49% hits; AID 2237, 2010;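 active means B-score above 5 SD of library B-scores, and initial fluorescence ratio not above library mean plus 5 SD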;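 further: positive B-score marks a calcium rise read as TRPC4 activation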
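Assay system – TRPC4beta and mu-opioid receptor HEK293 stable cells · Measured by – Fluo4 fluorescence, kinetic · Schedule – dye loading 45 min room temperature, 110 s kinetic read · Read-out – B-scored integrated calcium fluorescence ratio · Controls – buffer and maximal DAMGO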
TRPC6 activator: mouse TRPC6 channel activators, primary screen, cell-based, HEK293, membrane potential dye. Short transient receptor potential channel 6 (Mus musculus), Q61143. HEK293-TRPC6 membrane potential dye fluorescence; stronger effect = higher value. B-score at 10 µM. 310,000 compounds, 0.13% hits;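 active means B-score of the integrated fluorescence ratio above library mean plus 3 SD, and starting fluorescence ratio within library mean plus 5 SD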;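 further: higher score means more depolarization so channel activation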
AI-2 QS modul: Vibrio harveyi AI-2 quorum sensing modulators, primary screen, JMH597 strain, luminescence/OD600 ratio | Vibrio harveyi JMH597 AI-2 luminescence/OD600 ratio, 9 h; stronger effect = lower value; strain lacks LuxN and CqsS sensors; 0 = neutral-control median | activity change, % at 7.5 µM | 300,000 compounds, 0.4% hits | AID 2094, 2009; in the data active means activity change below about -75%, passing the limit was not always enough;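 further: luminescence divided by OD600 gain over 9 h not by final OD600 alone; inactives centre near 13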
HIF act: HIF pathway transcriptional activators, primary screen, cell-based, U2OS HRE-luciferase, luminescence; U2OS HRE-luciferase reporter; normalized: DMSO 0%, desferrioxamine 100%; activation, % at 7.5 µM (by protocol); 300,000 compounds, 0.32% hits; AID 1910, 2009;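 active means mean activation of at least 10% of the iron chelator positive control signal, with at least half of replicates also reaching 10%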
PolyA inh: polyadenylation inhibitors in yeast reporter cells, primary screen, luminescence, S. cerevisiae; 300,000 compounds, 0.02% hits; S. cerevisiae SKY197-pL101 polyadenylation reporter, beta-gal luminescence; efflux-impaired pdr1/pdr3 knockout yeast; score 100 = 6 SD above DMSO; calls only at 12 µM;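 active means lowest replicate activity score at least 50, where 100 means six control SD above control mean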;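 further: yeast exposed to compound for 9 h at 30 °C; higher score means more reporter readthrough which indicates perturbed polyadenylation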
MrgX1 antagonist: antagonists of human MrgX1 receptor, primary screen, HEK293 cells, Fluo-4 calcium flux; AID 588676, 2011; 310,000 compounds, 1.3% hits; Mas-related G-protein coupled receptor member X1 (Homo sapiens), Q96LB2; B-score at 10 µM; BAM8-22 antagonism; stronger effect = lower value;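 active means calcium-response B-score plate-corrected more than 3 library SD below zero, starting fluorescence within 5 deviations, no agonist response on first addition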;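 further: peak minus trough fluorescence over baseline after final BAM8-22 challenge near maximal dose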
Active calls of the source: *; i = inactive; nt = no result given. Some of the compounds tested. The share of hits here may be higher or lower than overall.

SMILES	TRPC6 inh	TRPC4 inh	TRPC4 potent	MrgX1 agonist	MrgX1 PAM	TRPC4 act	TRPC6 activator	AI-2 QS modul	HIF act	PolyA inh	MrgX1 antagonist
Cn1cnnc1SCC(=O)Nc1cc(C(F)(F)F)ccc1N1CCOCC1	i	i	i	i	i	i	i	9	0.1	i	i
CN(C(=O)CSC(=O)c1ccccc1)c1ccccc1	i	i	i	i	i	i	i	21	-0.3	i	i
CCc1ccc(NC(=O)c2c(C(=O)Nc3ccccc3)sc3nc(C)cc(=O)n23)cc1	i	i	i	i	i	i	i	15	0.1	i	i
Cc1cc(C)n(CC(O)CN(c2ccccc2)S(=O)(=O)c2ccccc2)n1 (stereo not given)	i	i	i	i	i	i	i	13	-0.2	i	i
Cc1ccc(NC(=O)Cn2nc(-c3ccccc3Cl)ccc2=O)c(Br)c1	i	i	i	i	i	i	i	-5	-0.5	i	i
COc1ccc(S(=O)(=O)Nc2cc(C)cc(C)n2)c2ccccc12	i	i	i	i	i	i	i	6	-0.1	i	i
O=C(Nc1ccncc1)c1ccc(NS(=O)(=O)c2cccc(F)c2)cc1	i	i	i	i	i	i	i	22	-0.3	i	i
CCOC(=O)CC1C(=O)NCCN1C(=O)c1sc2ccccc2c1Cl (stereo not given)	i	i	i	i	i	i	i	8	-0.3	i	i
CC(C)CN1CN(Cc2ccco2)CNC1=S	i	i	i	i	i	i	i	6	-0.1	i	i
CC(=O)c1ccc(NC(=O)CN2C(=O)COc3ccc(S(=O)(=O)N4CCCC4)cc32)cc1	i	i	i	i	i	i	i	12	-0.7	i	i
NC(=S)N/N=C/c1cn(CCC(=O)O)nc1-c1cccc(Br)c1	i	i	i	i	i	i	i	1	-0.1	i	i
COc1ccc(C(=O)NCc2nnc(SCC(=O)Nc3cc(Cl)ccc3OC)o2)cc1	i	i	i	i	i	i	i	14	-0.3	i	i
CCCn1c(=N)n(CC(=O)c2ccc(Cl)cc2)c2ccccc21	-7.3*	i	i	i	i	i	i	-6	-0.3	i	i
O=C(CN1CCCC1)Nc1ccc(Oc2ccc(NC(=O)CN3CCCC3)cc2)cc1	i	i	i	i	i	i	i	2	4.1	i	i
COc1cc(NC(=O)CN2C(=O)NC(C)(c3ccccc3)C2=O)c(C)cc1[N+](=O)[O-] (stereo not given)	i	i	i	i	i	i	i	14	0.3	i	i
Cc1ccc(S(=O)(=O)Nc2ncccn2)cc1	i	i	i	i	i	i	i	17	-1.9	i	i
CCCNC(=O)COc1coc(CN2CCN(c3ccccc3F)CC2)cc1=O	i	i	i	i	i	i	i	16	-0.2	i	i
O=C(NCc1ccc(Cl)s1)c1cc(COc2c(F)cccc2F)on1	i	i	i	i	i	i	i	-17	-0.2	i	i
CC(=O)Nc1nc(C)c(-c2csc(Nc3cccc([N+](=O)[O-])c3)n2)s1	i	i	i	i	i	i	i	21	-0.8	i	i
COc1ccc(CNC(=O)C2CCN(c3nnc(N4CCCC4=O)s3)CC2)cc1	i	i	i	i	i	i	i	38	-0.1	i	-5.3*
Cc1ccc(C)c(C2=CSC3=NS(=O)(=O)CCN23)c1	i	i	i	i	i	i	i	19	3.1	i	i
COc1cc(NS(=O)(=O)c2ccc(N/C=C\C(=O)c3ccc(OC)c(OC)c3)cc2)nc(OC)n1	i	i	i	i	i	i	i	-18	-1.2	i	i
COC(=O)c1cccc(NC(=O)CSc2nnc(COc3ccccc3)n2C)c1	i	i	i	i	i	i	i	3	-0.1	i	i
Cc1ccc(NC(=O)NNC(=O)COc2ccc(Cl)cc2)cc1	i	i	i	i	i	i	i	2	-0.3	i	i
O=C(Cc1ccccc1[N+](=O)[O-])Nc1ccccc1C(=O)N1CCOCC1	i	i	i	i	i	i	i	24	-49	i	i
SMILES	TRPC6 inh	TRPC4 inh	TRPC4 potent	MrgX1 agonist	MrgX1 PAM	TRPC4 act	TRPC6 activator	AI-2 QS modul	HIF act	PolyA inh	MrgX1 antagonist
O=C(OCc1c(Cl)cccc1Cl)c1ccccn1	i	nt	i	i	i	i	i	22	0.4	i	i
COc1ccccc1N1CCN(C2CC(=O)N(c3ccccc3)C2=O)CC1 (stereo not given)	i	i	i	i	i	i	i	17	-2.4	i	i
O=C(NC1C2CC3CC(C2)CC1C3)c1ccc2c(c1)OCO2 (stereo not given)	i	i	i	i	i	i	i	23	-23	i	i
NC(=O)CC1Nc2cccc3cccc(c23)NC1=O (stereo not given)	i	i	i	i	i	i	i	11	-0.2	i	i
S=C(NCCc1ccncc1)Nc1ccccc1	i	i	i	i	i	i	i	17	0.3	i	i
CCCSc1nc2c(c(=O)[nH]c(=O)n2C)n1CCc1ccccc1	i	i	i	i	i	i	i	17	0.1	i	i
O=C(NCc1ccccc1)c1ccc(C2SCC(=O)N2Cc2ccccc2)cc1 (stereo not given)	i	i	i	i	i	i	i	8	-0.4	i	i
O=S(=O)(c1cccs1)n1cnc2ccccc21	i	i	i	i	i	i	i	27	0.4	i	i
CCOc1ccc(-n2c(SCC(N)=O)nc3c(c2=O)SCC3)cc1	i	i	i	i	i	i	i	5	0.3	i	i
CSc1ncc(Cl)c(C(=O)Nc2nnc(SC/C=C/c3ccccc3)s2)n1	i	i	i	i	i	i	i	31	-0.2	i	i
O=[N+]([O-])c1cccc(P(=O)(O)c2cccc([N+](=O)[O-])c2)c1	i	i	i	i	i	i	i	32	-0.5	i	i
CCOC(=O)c1cccc(NC(=O)CSc2nnc(-c3cccnc3)n2C)c1	i	i	i	i	i	i	i	25	-0.5	i	i
CCc1c(C#N)c(SCCC(=O)Nc2cccc(OC)c2)nc2c1C(=O)CC(C)(C)C2	i	i	i	i	i	i	i	-1	-0.3	i	i
CC(C)Sc1ccc([N+](=O)[O-])cc1C(=O)Nc1ccncc1	i	i	i	i	i	i	i	13	-0.6	i	i
Cc1ccc(C(=O)c2c3ccc(C(F)(F)F)cc3[n+]([O-])n2CCCC(N)=O)cc1	i	i	i	i	i	i	i	8	-1.0	i	i
CCN(CC)S(=O)(=O)c1ccc2[nH]c(=O)cc(C(=O)Nc3ccccc3N3CCCC3)c2c1	i	i	i	i	i	i	i	13	-0.5	i	i
CCOC(=O)CSc1nc2sc3c(c2c(=O)[nH]1)CCCC3	i	i	i	i	i	i	i	89	nt	i	i
CC1CN(S(=O)(=O)c2ccc(C(=O)O)cc2)CC(C)O1 (stereo not given)	i	i	i	i	i	i	i	32	-0.5	i	i
Cc1cccc(CSC2=NCCN2C(=O)c2ccc(S(=O)(=O)N(C)C)cc2)c1	i	i	i	i	i	i	i	23	0.5	i	i
COc1ccc(CCC(=O)Nc2cccc(Cl)c2)cc1	i	i	i	i	i	i	i	-83*	-0.1	i	i
C/C(=N\N=C1/NC(=O)C(C)S1)c1ccc([N+](=O)[O-])cc1 (stereo not given)	i	i	i	i	i	i	i	18	-2.8	i	i
CC(=O)C1=C(O)C(=O)N(c2cccc(Br)c2)C1c1ccc(Br)cc1 (stereo not given)	i	i	i	i	i	i	i	7	0.3	i	i
Cc1ccc(C(c2sc3ncnn3c2O)N2CC(C)CC(C)C2)cc1 (stereo not given)	i	i	i	i	i	i	i	-4	0.0	i	i
O=C(c1cccc(S(=O)(=O)N2CCOCC2)c1)N1CCCCCC1	i	i	i	i	i	i	i	2	-0.1	i	i
Cc1nc2ccc(NC(=O)COc3ccccc3)cc2s1	i	i	i	nt	nt	i	i	12	nt	nt	nt
SMILES	TRPC6 inh	TRPC4 inh	TRPC4 potent	MrgX1 agonist	MrgX1 PAM	TRPC4 act	TRPC6 activator	AI-2 QS modul	HIF act	PolyA inh	MrgX1 antagonist
O=C(c1ccc2c3c(cccc13)CC2)C1CCCN(C(=O)c2cc[n+]([O-])cc2)C1 (stereo not given)	i	i	i	i	i	i	i	5	0.1	i	i
CC(C)(C)c1ccc(-c2nnc3sc(-c4ccccn4)nn23)cc1	i	i	85*	i	i	i	i	51	-0.7	i	i
Cc1cc(C)nc(Nc2ccc(C(=O)O)cc2)n1	i	i	i	i	i	i	i	12	0.8	i	i
Cc1cc(Cl)c2oc(C(=O)N(C)Cc3ccon3)c(C)c2c1	i	i	i	i	i	i	i	5	5.8	i	i
CC(C)Cn1c(-c2ccccc2)nc(=S)c2c1CCCC2	i	i	i	i	i	i	i	-5	0.2	i	i
C[C@@H](C(=O)NCCc1ccccc1F)N1C(=O)N2CCc3c([nH]c4ccccc34)[C@@]2(C)C1=O	i	i	i	i	i	i	i	-5	0.4	i	i
CC(=O)c1sc(-c2ccc(Cl)cc2)cc1N	i	i	i	i	i	i	i	9	-0.1	i	i
S=C(Nc1ccccc1)N1CCOCCOCCN(C(=S)Nc2ccccc2)CCOCCOCC1	i	i	i	i	i	i	i	11	0.2	i	i
CC(C)CC(NC(=O)c1cccs1)c1nnc(SCc2ccc(Cl)c(Cl)c2)n1C (stereo not given)	i	i	i	i	i	i	i	27	-0.8	i	i
CSc1ccc(C(=O)C2CCCN(S(=O)(=O)N(C)C)C2)cc1 (stereo not given)	i	i	i	i	i	i	i	8	-0.2	i	i
CC(=O)c1cc(F)ccc1OCC(=O)N1CCCc2ccccc21	i	i	i	i	i	i	i	11	0.0	i	i

Rewritten with two lines to a compound: entries from further up.
Results follow in this order: TRPC6 inh, TRPC4 inh, TRPC4 potent, MrgX1 agonist, MrgX1 PAM, TRPC4 act, TRPC6 activator, AI-2 QS modul, HIF act, PolyA inh, MrgX1 antagonist
> Cc1cc(C)nc(Nc2ccc(C(=O)O)cc2)n1
    i, i, i, i, i, i, i, 12, 0.8, i, i
> Cc1cc(Cl)c2oc(C(=O)N(C)Cc3ccon3)c(C)c2c1
    i, i, i, i, i, i, i, 5, 5.8, i, i

Source: PubChem
